BL2 CD40 inh: CD40 pathway inhibition in BL2 cells | BL2 NF-kB luciferase reporter, CD40L-induced, 4 h | AID 1053188 | 0.94% of 83,000 active | inhibition, % at 10 µM;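 active = mean inhibition of at least 50% with a set share of replicates also reaching that level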;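 also: 0% = neutral control wells and 100% = IKK inhibitor VII at 50 µM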
An asterisk follows results filed as active; & = joins results of further samples; [ ] = another dose, or the depositor's remark.

The first two entries, to show the layout:
COc1cccc(CNC(=O)C2CCN(S(=O)(=O)c3ccccc3)CC2)c1
- BL2 CD40 inh = 3

CC(NC(=O)Cc1ccccc1)C(c1ccccc1)N1CCOCC1 (stereo not drawn)
- BL2 CD40 inh = 4

All compounds of this part, repeating the preview:
COc1cccc(CNC(=O)C2CCN(S(=O)(=O)c3ccccc3)CC2)c1
- BL2 CD40 inh = 3

CC(NC(=O)Cc1ccccc1)C(c1ccccc1)N1CCOCC1 (stereo not drawn)
- BL2 CD40 inh = 4

CCOC(=O)C1=C(COC(=O)c2ccc(OC)c(OC)c2OC)NC(=O)NC1C (stereo not drawn)
- BL2 CD40 inh = -14

COc1ccccc1C(=O)Nc1ccnn1C1CCN(C(=O)c2cnsn2)CC1
- BL2 CD40 inh = -22

COc1ccc(NC(=O)Nc2cccc3c2O[C@@H](CN(C)Cc2ccc(C(=O)O)cc2)[C@H](C)CN([C@@H](C)CO)C3=O)cc1
- BL2 CD40 inh = -3[25 µM]

COc1ccc(Cc2nc3ccccc3[nH]2)cc1OC
- BL2 CD40 inh = 9

O=S(=O)(c1ccc(Cl)cc1)N1CCN(C2CCCCCC2)CC1
- BL2 CD40 inh = -1

CS(=O)(=O)N1[C@@H](C#N)[C@@H](c2ccc(C#CC3CCCCC3)cc2)[C@@H]1CO
- BL2 CD40 inh = 0

COc1ccc(Cl)cc1NC(=O)CN(C)C1CCS(=O)(=O)C1 (stereo not drawn)
- BL2 CD40 inh = 15

C[C@H](NC(=O)[C@H]1[C@H](CO)[C@H]2Cn3c(ccc(/C=C/c4ccccc4)c3=O)[C@@H]1N2)c1ccccc1
- BL2 CD40 inh = 9[25 µM]

Part of the list above in a different format.
| smiles | BL2 CD40 inh |
| --- | --- |
| O=S(=O)(c1ccc(Cl)cc1)N1CCN(C2CCCCCC2)CC1 | -1 |
| CCOC(=O)C1=C(COC(=O)c2ccc(OC)c(OC)c2OC)NC(=O)NC1C (stereo not drawn) | -14 |

The listing picks up; the 2 compounds before the break are reprinted first.
COc1ccc(Cl)cc1NC(=O)CN(C)C1CCS(=O)(=O)C1 (stereo not drawn)
- BL2 CD40 inh = 15

C[C@H](NC(=O)[C@H]1[C@H](CO)[C@H]2Cn3c(ccc(/C=C/c4ccccc4)c3=O)[C@@H]1N2)c1ccccc1
- BL2 CD40 inh = 9[25 µM]

Cc1nonc1NC(=O)N1CCCC1
- BL2 CD40 inh = 7

COc1ccc(C(C(=O)NC2CCCCC2)N(C(=O)c2sc(C)nc2C)c2ccc(OC)cc2)cc1 (stereo not drawn)
- BL2 CD40 inh = 1

O=C(c1cc(F)cc2c1OCOC2)N1CCN(c2ccc(F)cc2)CC1
- BL2 CD40 inh = 17

CC(C)(O)C#Cc1ccc([C@H]2[C@H]3CN(C(=O)c4ccncc4)CCCCN3[C@H]2CO)cc1
- BL2 CD40 inh = -3[25 µM]

CCCNC(=O)c1cccc(NC(=O)C(C)C)c1
- BL2 CD40 inh = 13

COC(=O)C(C)N(C#N)c1nc(C)cc(C)n1 (stereo not drawn)
- BL2 CD40 inh = 5

Cc1ccccc1C(=O)NNc1ccc([N+](=O)[O-])cc1
- BL2 CD40 inh = 6

N#Cc1nc(-c2ccco2)oc1N1CCOCC1
- BL2 CD40 inh = 3

Cc1ccc(OCC(=O)Nc2cccc3ccccc23)c([N+](=O)[O-])n1
- BL2 CD40 inh = -2

CC1(C)CC(=O)C(CCCN2C(=O)c3ccccc3C2=O)C(=O)C1
- BL2 CD40 inh = -3

CCCNC(=O)N1CC2(CCN(S(=O)(=O)c3ccccc3)CC2)c2c(n(C)c3cc(OC)ccc23)[C@H]1CO
- BL2 CD40 inh = 26[25 µM]

N#C[C@H]1[C@@H](c2ccc(C#CC3CC3)cc2)[C@H](CO)N1S(=O)(=O)c1ccccc1
- BL2 CD40 inh = 6

CN(C)C(=O)c1ccc(-c2ccc(C3[C@@H]4CN(C(=O)CN5CCOCC5)C[C@H]3N4)cc2)cc1 (stereo partly drawn)
- BL2 CD40 inh = -2&17

CCCc1nnc(NC(=O)CCC(=O)N2CCCCCC2)s1
- BL2 CD40 inh = 13

CN(CCOC(=O)c1ccc2c(c1)OCCO2)C(C)(C)C
- BL2 CD40 inh = -8

CC(=O)N1[C@@H]2CN(CC(F)(F)F)C[C@H]1C2c1ccccc1 (stereo partly drawn)
- BL2 CD40 inh = 0&-3

C[C@@H]1CN([C@@H](C)CO)C(=O)c2c(c3ccccc3n2C)-c2ccccc2CO[C@@H]1CN(C)C(=O)c1ccccc1
- BL2 CD40 inh = 8

COCC(=O)Nc1ccc(Br)cc1
- BL2 CD40 inh = 3

C[C@H]1CN([C@@H](C)CO)C(=O)c2ccccc2-c2ccccc2CO[C@@H]1CN(C)C(=O)Nc1cccc(C(F)(F)F)c1
- BL2 CD40 inh = 10[25 µM]

O=C(O)CC(c1cccc2ccccc12)N1Cc2ccccc2C1=O (stereo not drawn)
- BL2 CD40 inh = 11

Cc1ccc(C(=O)c2cc([N+](=O)[O-])ccc2N2CCCCC2)cc1
- BL2 CD40 inh = 0

COc1ccc(NC(=O)c2ccc3c(c2)NC(=O)CO3)cc1OC
- BL2 CD40 inh = -3

A run of entries from the list above:
C[C@@H]1CN([C@@H](C)CO)C(=O)c2c(c3ccccc3n2C)-c2ccccc2CO[C@@H]1CN(C)C(=O)c1ccccc1
- BL2 CD40 inh = 8

COCC(=O)Nc1ccc(Br)cc1
- BL2 CD40 inh = 3

Screens: PubChem, Broad Institute

An excerpt; count on the stated rates, not on these rows.
